Compound activity deposited in PubChem by several laboratories.
RSV CPE inhibition = RSV antiviral activity via CPE protection, HEp-2 cells, primary 10 µM value included (AID 2391). 310,000 compounds, 0.13% hits. CPE inhibition, % at 10 µM; hits with a dose series show IC50 in µM. HEp-2 cells, RSV-induced CPE inhibition; higher % means a stronger effect; in the data active = a potency from the dose series; inconclusive = CPE inhibition mostly from about 23% at the one dose, without a potency; inactive = the rest, 99 in 100 with CPE inhibition below about 21%; note: strong numbers were not always called active
WT yeast gro inh = growth inhibition of WT strain, primary screen, mitochondrial fusion inhibitor project, WT and mutant strains, chemical genetic; mitochondrial fusion phenotypic screen; inhibition, % at 10 µM; 190,000 compounds, 2.1% hits; in the data active = inhibition above about 58%; tested in S. cerevisiae
human PMI inhibitors = human PMI inhibitors, high substrate, primary screen, biochemical, fluorescence intensity, high mannose 6-phosphate (AID 1220); recombinant PMI enzyme, coupled fluorescence intensity; higher % means a stronger effect; 190,000 compounds, 0.66% hits; Mannose-6-phosphate isomerase (Homo sapiens); one-dose inhibition, % at 20 µM; IC50 in µM for titrated hits
SIAH1 antagonists = Siah-1 peptide-binding antagonists, primary screen, biochemical, fluorescence polarization, rhodamine-plectin, uHTS (AID 1817); Siah-1 / rhodamine-plectin peptide fluorescence polarization; higher % means a stronger effect; displacement, % at 20 µM, or IC50 in µM where a hit was titrated; 290,000 compounds, 0.02% hits; E3 ubiquitin-protein ligase SIAH1 (Homo sapiens);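 active = displacement of at least 50% at 20 µM, with a fluorescence ratio check between 0.3 and a set limit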;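 note: plate controls were Siah plus tracer with DMSO for no effect and tracer alone without Siah for full effect; strong numbers were not always called active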
XIAP displacement = XIAP antagonists, biochemical, IAP family, fluorescence polarization (AID 1018) | E3 ubiquitin-protein ligase XIAP (Homo sapiens) | XIAP BIR domain, fluorescence polarization peptide displacement; higher % means a stronger effect | one-dose displacement, % at 20 µM; IC50 in µM for titrated hits | 200,000 compounds, 0.007% hits; in the data active = displacement above about 50%; note: a part of the inactive calls stands beside numbers as strong as those of hits
TNAP activation fold = human TNAP enzyme activators, primary screen, biochemical, luminescent, no phosphate acceptor, uHTS (AID 1001). Alkaline phosphatase, tissue-nonspecific isozyme (Homo sapiens). purified TNAP, luminescent activation assay, no phosphate acceptor; higher activation fold means a stronger effect. activation fold at 20 µM; hits with a dose series show EC50 in µM. 200,000 compounds, 0.03% hits; in the data active = activation fold from about 3, or a potency from the dose series; inactive = the rest, 99 in 100 with activation fold below about 1.6; note: many of its hits are not listed in these tables
PMI inhibitors = inhibitors of human PMI, primary screen, biochemical, fluorescence intensity, coupled assay (AID 1209). purified PMI enzyme, coupled fluorescence intensity; higher % means a stronger effect. inhibition, % at 20 µM; hits with a dose series show IC50 in µM. 190,000 compounds, 0.42% hits;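 note: plate controls were DMSO vehicle for no effect and wells lacking substrate for full effect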
Myeloid diff 2 = induction of myeloid progenitor differentiation, primary screen, cell-based, flow cytometry, MLPCN library; AID 624256, 2012; 360,000 compounds, 1% hits; calls only at 10 µM; ER-HoxA9 myeloid progenitors, lysozyme-GFP differentiation;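 active = normalized GFP-positive differentiation at or above the plate's own cutoff, the solvent-only control mean plus 3 SD; inconclusive = no clear call, values can overlap the other calls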;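 note: cells exposed to compound for four days before flow analysis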
PhoP inhibition = inhibitors of PhoP regulon expression, primary screen, Salmonella Typhimurium, GFP reporter (AID 1863) | inhibition, % at 50 µM, or IC50 in µM where a hit was titrated | 300,000 compounds, 0.16% hits | S. Typhimurium PhoP-regulated promoter GFP reporter, 4 h; higher % means a stronger effect;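 active = inhibition over 29.93%, a cutoff 3 SD above the screen mean, later confirmed by dose response; inconclusive = inhibition over 29.93% but no dose response follow-up; inactive = inhibition at most 29.93% or unconfirmed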;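 note: 0% = low Mg2+ inducing control and 100% = high Mg2+ repressing control; strong numbers were not always called active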
WT yeast gro inh mutant strain = also measured in WT yeast gro inh; calls as there; inhibition, %; mitochondrial fusion phenotypic screen, mutant strain inhibition
Myeloid diff 2 GFP+ MAC1+ % = recorded beside Myeloid diff 2, whose call it bears; GFP+ MAC1+ double positive, %; measured here: differentiation confirmed by MAC1 staining
* marks the source's active call; other numbers are inactive results; i = inactive; ? = inconclusive; · = no result given; + = active, no number. Cut-off read from the data, not from the text of the source, unless noted: active = inhibition above about 50%; inactive = the rest.

SMILES	RSV CPE inhibition	WT yeast gro inh	WT yeast gro inh mutant strain	human PMI inhibitors	SIAH1 antagonists	XIAP displacement	TNAP activation fold	PMI inhibitors	Myeloid diff 2	Myeloid diff 2 GFP+ MAC1+ %	PhoP inhibition
CN(C)c1nc2ncn(Cc3ccccc3)c2c(=O)[nH]1	0.1%	·	·	·	5%	·	·	·	i	0.7	-9%
CCCCCc1nnc(NC(=O)Cn2cnc3ccccc3c2=O)s1	2.9%	-8	-4	6%	-1%	-4.7%	0.9	15%	i	0.6	-8%
CC(=O)c1c(C)nc2ccc([N+](=O)[O-])cc2c1-c1ccccc1	-0.6%	·	·	·	3%	·	·	·	i	0.0	-9%
Cc1ccc(C(=O)NN2C(=O)C3C4C=CC(C5CC45)C3C2=O)cc1 (stereo unspecified)	-0.1%	1	-5	5%	1%	-6.9%	1.1	0%	i	0.2	1%
CC(=O)C1=C(O)C(=O)N(c2ccc(S(N)(=O)=O)cc2)C1c1cccc([N+](=O)[O-])c1 (stereo unspecified)	-0.9%	·	·	·	0%	·	·	·	i	0.8	4%
O=C(Nc1c2c(nn1-c1cccc(Cl)c1)CS(=O)(=O)C2)C1CC1	1.4%	·	·	·	-1%	·	·	·	i	0.5	-4%
O=S(=O)(c1cccs1)N1CN(C2CCCCC2)c2nc3ccccc3nc21	7.0%	·	·	·	-3%	·	·	·	i	0.4	-3%
Cc1c(Br)c(=O)oc2c(Br)c(O)ccc12	4.2%	-14	14	-9%	-7%	-1.5%	1.1	-26%	i	0.2	-5%
CCS(=O)CCSC(=N)N (stereo unspecified)	1.4%	9	18	-3%	1%	-4.3%	0.9	-2%	i	1.5	-14%
Cc1nc2ccccc2n1CC(=O)NC1CCCC1	0.4%	8	12	2%	9%	-1.5%	1.1	5%	i	0.2	-6%
O=C(CCCOc1ccccc1)N1CCN(C(=O)c2ccco2)CC1	6.3%	-3	-1	12%	2%	-0.9%	1.1	12%	i	2.5	2%
Cn1c2ccccc2c2c(C(=O)NCc3ccco3)cn(C3CCCCC3)c(=O)c21	?	7	10	1%	2%	-16%	1.1	11%	i	0.7	4%
COC(=O)CC1C(=O)NC2CCCCC2N1C(=O)CCl (stereo unspecified)	-1.1%	·	·	·	-1%	·	·	·	i	0.4	1%
O=C(CSc1ncn[nH]1)N1CCN(S(=O)(=O)c2ccc(Cl)cc2)CC1	-0.3%	2	-1	6%	2%	-6.8%	1	11%	i	1.2	-10%
COc1cc2c(cc1OC)CN(C(=S)Nc1cccc(Cl)c1C)CC2	4.2%	·	·	·	3%	·	·	·	i	0.0	-6%
C=CCN1CCN(C(=O)c2oc3ccccc3c2C)CC1	0.8%	·	·	·	5%	·	·	·	i	0.9	-4%
COc1ccccc1CCC(=O)N(C)CC(=O)Nc1ccc(F)cc1	1.3%	·	·	·	-4%	·	·	·	i	0.9	-4%
CCCCSc1nnc(CCCCCNC(=O)OC(C)(C)C)o1	16%	20	8	6%	1%	-2.2%	1	2%	+	3.3*	20%
Cc1ccc(S(=O)(=O)N2CCN(c3ccc([N+](=O)[O-])c4cccnc34)CC2)cc1	3.4%	1	0	20%	-2%	-0.8%	0.9	28%	i	0.4	2%
COc1cccc(C(=O)NCCSc2ccc(C)cc2)c1	0.7%	22	-2	-17%	-6%	-3.4%	1.2	-25%	i	0.7	14%
CC1(C(=O)NNC(=O)c2ccc([N+](=O)[O-])cc2)CC1(Br)Br (stereo unspecified)	1.4%	·	·	·	-8%	·	·	·	i	1.1	-1%
O=C(NC(NC(=S)Nc1ccccc1Cl)C(Cl)(Cl)Cl)c1cccc(Cl)c1 (stereo unspecified)	0.2%	42	7	10%	5%	-4.4%	1.1	14%	i	1.5	-4%
CC(C)(C)OC(=O)NNC(=O)Nc1ccccc1C(F)(F)F	-0.6%	-2	-5	8%	3%	0.4%	1.1	2%	i	0.2	3%
CCOC(=O)N1CCN(C(=O)C2CCN(Cc3ccc(O)c(OCC)c3)CC2)CC1	-0.5%	5	6	15%	1%	-3.5%	1.1	6%	i	0.5	8%

Part of the list above in order of number of heavy atoms, ascending.
SMILES	RSV CPE inhibition	WT yeast gro inh	WT yeast gro inh mutant strain	human PMI inhibitors	SIAH1 antagonists	XIAP displacement	TNAP activation fold	PMI inhibitors	Myeloid diff 2	Myeloid diff 2 GFP+ MAC1+ %	PhoP inhibition
Cc1nc2ccccc2n1CC(=O)NC1CCCC1	0.4%	8	12	2%	9%	-1.5%	1.1	5%	i	0.2	-6%
COC(=O)CC1C(=O)NC2CCCCC2N1C(=O)CCl (stereo unspecified)	-1.1%	·	·	·	-1%	·	·	·	i	0.4	1%
CC1(C(=O)NNC(=O)c2ccc([N+](=O)[O-])cc2)CC1(Br)Br (stereo unspecified)	1.4%	·	·	·	-8%	·	·	·	i	1.1	-1%
CC(C)(C)OC(=O)NNC(=O)Nc1ccccc1C(F)(F)F	-0.6%	-2	-5	8%	3%	0.4%	1.1	2%	i	0.2	3%
CCCCSc1nnc(CCCCCNC(=O)OC(C)(C)C)o1	16%	20	8	6%	1%	-2.2%	1	2%	+	3.3*	20%
O=C(CCCOc1ccccc1)N1CCN(C(=O)c2ccco2)CC1	6.3%	-3	-1	12%	2%	-0.9%	1.1	12%	i	2.5	2%
O=C(NC(NC(=S)Nc1ccccc1Cl)C(Cl)(Cl)Cl)c1cccc(Cl)c1 (stereo unspecified)	0.2%	42	7	10%	5%	-4.4%	1.1	14%	i	1.5	-4%
Cc1ccc(S(=O)(=O)N2CCN(c3ccc([N+](=O)[O-])c4cccnc34)CC2)cc1	3.4%	1	0	20%	-2%	-0.8%	0.9	28%	i	0.4	2%
Cn1c2ccccc2c2c(C(=O)NCc3ccco3)cn(C3CCCCC3)c(=O)c21	?	7	10	1%	2%	-16%	1.1	11%	i	0.7	4%

Later entries
SMILES	RSV CPE inhibition	WT yeast gro inh	WT yeast gro inh mutant strain	human PMI inhibitors	SIAH1 antagonists	XIAP displacement	TNAP activation fold	PMI inhibitors	Myeloid diff 2	Myeloid diff 2 GFP+ MAC1+ %	PhoP inhibition
COc1ccccc1-c1c(C)nn2c(C)c(C(C)=O)cnc12	2.4%	7	11	7%	4%	-2.1%	1.1	6%	i	1.0	-15%
COc1ccc(N(CC(=O)Nc2ccc3c(c2)OCCO3)S(=O)(=O)c2c(C)noc2C)cc1	-1.7%	10	-4	19%	-2%	-8.6%	1	18%	i	0.9	18%
O=[N+]([O-])c1c(N2CCN(CCO)CC2)nc2ccccn12	-1.7%	·	·	·	-3%	·	·	·	i	0.3	-2%
CC12CCC(=O)N1C(C(=O)Nc1ccc(Br)cc1Cl)CS2 (stereo unspecified)	0.7%	·	·	·	-2%	·	·	·	i	0.8	9%
CCn1c(SCC(=O)Nc2cc(C)on2)nnc1-c1c[nH]c2ccccc12	1.9%	-2	2	-4%	-6%	-5.3%	1	4%	i	2.9	0%
CN(C)c1cccc(C(=O)N/C=C/n2cnc3cc(C(F)(F)F)ccc32)c1	1.3%	-4	9	-2%	16%	-5.1%	1.1	-1%	i	0.3	-1%
O=C(c1ccccc1)c1ccccc1C(=O)N1CCCC1	1.1%	1	4	6%	1%	-3.9%	1.1	17%	i	8.0	3%
CCc1ccc(C(=O)COC(=O)c2nn(C)c(=O)c3ccccc23)cc1	1.6%	13	11	-2%	4%	-6.7%	1.1	-4%	i	0.4	-5%
Cc1ncc(CN2CCN(C(C)C)C(CCO)C2)s1 (stereo unspecified)	0.0%	-2	-21	12%	-3%	-6.2%	1.1	7%	i	0.2	9%
Cc1ccc(Cn2c(NCCCn3ccnc3)nc3c2c(=O)n(C)c(=O)n3C)cc1	-1.4%	-2	7	13%	-2%	-4.3%	1	7%	i	1.1	-4%
C=CCn1c(SCC(=O)NC(=O)c2cccn2C)nc2ccccc2c1=O	0.2%	-4	2	13%	-1%	-3.5%	1	-4%	i	0.1	-2%
Cn1c(SCC(=O)Nc2ccc3nc(SCC(=O)N4CCCC4)sc3c2)nnc1-c1ccccc1	3.1%	-4	-5	17%	43%	-7.0%	1.1	12%	·	·	-14%
Nc1nn2cc(-c3ccccc3)nc2c2ccccc12	?	44	46	22%	25%	-8.1%	1.2	13%	i	0.4	3%
C=C(Br)Cn1c(CCCC)nc2ccccc21	0.2%	7	15	14%	-4%	-3.5%	1.1	15%	i	0.3	3%
O=C(NCc1ccco1)c1cc(-c2cccs2)on1	-2.7%	-4	-8	-2%	-2%	-8.8%	1.1	3%	i	2.0	5%
O=c1oc(-c2ccc(F)cc2)nc2ccsc12	1.2%	-7	-14	2%	-3%	-2.6%	1.1	9%	i	0.8	-25%
Cc1ccc(NC(=S)N(CCN(C)C)Cc2cc3cccc(C)c3[nH]c2=O)cc1	1.8%	10	0	10%	6%	-6.9%	1.1	2%	i	2.2	2%
Cn1c(Cc2cccs2)nnc1SCC(=O)N1CCc2ccccc21	1.9%	2	12	16%	-2%	-7.0%	1	15%	i	0.2	-6%
CCN(Cc1ccccc1)S(=O)(=O)c1ccc(S(=O)(=O)N(Cc2cccc(OC)c2)CC2CCCO2)cc1 (stereo unspecified)	-1.2%	12	11	26%	1%	-2.1%	1.1	27%	i	7.2	-8%
